Compound activity as filed in PubChem BioAssay.
RECQ1 helicase: RECQ1 (human) helicase inhibition; AID 2549; P46063; 240,000 tested, 0.54% active; RECQ1 DNA unwinding, red fluorescence kinetic read; Potency, µM (titrated, usually from 57.3 µM), for the others: top-dose activity, negative = inhibition, usual class: inhibitors;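 note: plate controls were vehicle for no effect and no enzyme for full effect; nearly all actives have a fitted effect of over 30% in size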
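50 nM RECQ1T1 preincubated 15 min with compound in Tris pH 8.0 buffer with MgCl2, DTT, Tween-20 and 2.5 ug/ml poly(dI-dC); started with 200 nM TAMRA/BHQ-2 forked duplex and 2 mM ATP. Unwinding read as fluorescence (525/598 nm), two reads 2 h apart.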
L3MBTL1 inh: L3MBTL1 (human) inhibition; AlphaScreen L3MBTL1–H3K9me1 peptide binding; Potency, µM (doses to about 57.1 µM), without a hit: at the top dose activity, negative = inhibition, actives largely listed as inhibitors; 230,000 tested, 0.66% active; AID 485360; note: nearly all actives have a fitted effect of over 60% in size
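Read-out is AlphaScreen signal from streptavidin donor and nickel chelate acceptor beads (10 ug/mL final each) bridging L3MBTL1 (50 nM) and biotinylated K9-monomethylated H3(1-15) peptide (75 nM), after 30 min compound exposure at room temperature.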
GAA glycogen mod: alters human alpha-glucosidase cleavage of glycogen; P10253; recombinant GAA, glycogen substrate, Amplex Red glucose oxidase fluorescence; Potency, µM (highest dose often 76.4 µM), inactives show top-dose activity change, negative = inhibition, actives largely listed as inhibitors; 300,000 tested, 0.38% active; AID 2100;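 note: 0% = full enzyme reaction and -100% = no-enzyme basal signal; the screen sought inhibitors and activators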
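Recombinant human enzyme (4 nM); glycogen substrate; 37 C, 40 min, pH 5.0. Readout: coupled glucose oxidase/Amplex Red fluorescence.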
aGlu spleen mod: inhibits or activates alpha-glucosidase in human spleen homogenate | P10253 | human spleen homogenate, 4-MU-alpha-glucoside fluorescence | Potency, µM (titrated, usually from 79.9 µM), for inactives: at the top dose activity change, negative = inhibition, hits mostly inhibitors | 240,000 tested, 0.006% active;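 note: 0% = enzyme with vehicle and -100% = no enzyme basal signal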
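Compounds were titrated against alpha-glucosidase in spleen homogenate at pH 5.0, with 1 mM 4-methylumbelliferyl substrate for 40 min at 37 C. Reactions were quenched with pH 10 NaOH/glycine and fluorescence measured.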
TRb-SRC2 inh: TRbeta-SRC2 interaction inhibition; Potency, µM (top dose mostly 106 µM), for inactives: at the top dose activity change, negative = inhibition, actives largely listed as inhibitors; P10828; TRbeta-SRC2 peptide binding, fluorescence polarization; receptor liganded with 1 µM T3; 280,000 tested, 0.065% active;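 note: plate controls were bound peptide for no effect and peptide without receptor for full effect; nearly all actives have a fitted effect of over 50% in size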
Target sequence (P10828 whole entry, looked up): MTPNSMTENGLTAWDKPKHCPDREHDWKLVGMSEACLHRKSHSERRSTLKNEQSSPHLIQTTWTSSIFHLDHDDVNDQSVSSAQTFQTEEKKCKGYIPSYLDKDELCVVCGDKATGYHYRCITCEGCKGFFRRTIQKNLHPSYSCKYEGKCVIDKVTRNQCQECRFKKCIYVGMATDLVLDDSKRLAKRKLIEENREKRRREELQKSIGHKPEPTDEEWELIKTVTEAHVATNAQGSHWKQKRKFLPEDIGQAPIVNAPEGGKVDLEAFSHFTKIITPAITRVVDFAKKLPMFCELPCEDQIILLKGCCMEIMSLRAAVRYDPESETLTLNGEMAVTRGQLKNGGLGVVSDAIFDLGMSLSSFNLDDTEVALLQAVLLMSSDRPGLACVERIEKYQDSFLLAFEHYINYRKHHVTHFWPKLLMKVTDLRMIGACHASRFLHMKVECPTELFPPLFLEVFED
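Human TRb LBD (0.6 uM) plus Texas Red-labeled SRC2 peptide (20 nM), 1uM T3, 5% DMSO, 5 hr at ambient temperature. Decreased polarization (555/632 nm) flags inhibition; data normalized to free and bound peptide controls.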
RGS12 GoLoco inh: RGS12 GoLoco-Gai1 interaction inhibition; Gai1:RGS12 GoLoco peptide FP, rhodamine, 10 min; Potency, µM (top dose mostly 61.6 µM), for inactives: at the highest dose activity, negative = inhibition, actives largely listed as inhibitors; 230,000 tested, 0.44% active; AID 880; active = well fitted inhibition curve with a large enough effect, not every such curve was filed as active; inactive = no such curve, though single readings can be large or run the other way; note: nearly all actives have a fitted effect of over 30% in size; many of its hits are not listed in these tables
Target sequence (P63096 whole entry, looked up): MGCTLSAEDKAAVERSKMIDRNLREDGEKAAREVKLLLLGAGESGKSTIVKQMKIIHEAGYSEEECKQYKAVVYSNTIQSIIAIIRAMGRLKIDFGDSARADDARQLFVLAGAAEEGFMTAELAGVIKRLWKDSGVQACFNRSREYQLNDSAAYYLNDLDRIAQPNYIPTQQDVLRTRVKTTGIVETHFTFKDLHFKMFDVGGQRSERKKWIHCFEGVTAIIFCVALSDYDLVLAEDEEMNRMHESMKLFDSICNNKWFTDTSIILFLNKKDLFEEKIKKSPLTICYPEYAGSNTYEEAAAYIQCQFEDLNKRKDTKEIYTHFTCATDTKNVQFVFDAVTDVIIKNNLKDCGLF
GAA inh: inhibitors of human lysosomal alpha-glucosidase; P10253; purified human GAA, 4-MU-alpha-glucoside fluorescence; Potency, µM (doses to about 76.9 µM), inactives show top-dose activity change, negative = inhibition, hits mostly inhibitors; 200,000 tested, 0.005% active; AID 1466;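 note: plate controls were uninhibited enzyme wells for no effect and no-enzyme background for full effect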
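qHTS format, compound range up to 77 uM. Human lysosomal enzyme at 4 nM, 400 uM 4-MU glucoside substrate, pH 5.0, 20 min room temperature; fluorescence after alkaline stop gives activity normalized to controls.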
TR SRC2 fluor cs: Texas Red fluorescence interference in TRb-SRC2 counter-screen; AID 1479; 280,000 tested, 0.29% active; TRb/SRC2 Texas Red total fluorescence interference; Potency, µM (series often up to 106 µM), inactives show at the highest dose fluorescence change, negative = quenching; active = well fitted curve in either direction with a large enough effect; inconclusive = small, poorly fitted or top-dose-only effect
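Human TRβ ligand-binding domain (0.6 uM) and Texas Red SRC2 peptide (20 nM) in Tris buffer with 1 uM T3 and 5% DMSO were incubated with pinned compound for 5 hr at ambient temperature. Total fluorescence was computed as S + 2P (555/632 nm).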
Numbers without * were called inactive; i = inactive; ? = inconclusive; . = no result given; & = joins results of further samples; [ ] = dose if it differs, or a comment. Unless noted, calls come from the whole dose curve; as a rule, active = well fitted curve in the direction sought with a large enough effect; inconclusive = small, poorly fitted or top-dose-only effect, or another doubt; inactive = no such curve, though single readings can be large; an effect the other way counts as inactive or inconclusive. Unless noted, % is set by controls: 0 for no effect and ±100 for the full control effect; potency is the fitted concentration of half-maximal effect. Some of the compounds tested; count on the stated rates, not on these rows.

SMILES | RGS12 GoLoco inh | TR SRC2 fluor cs | RECQ1 helicase | L3MBTL1 inh | GAA inh | TRb-SRC2 inh | GAA glycogen mod | aGlu spleen mod
CCCC(=O)c1cc2c(cc1NC(=O)c1ccccc1F)OCCO2 | -4% | 4%&-3% | i | -3% | 6% | 2%&4% | 8% | .
O=C(NCC1CCCO1)c1c(O)c2c([nH]c1=O)CCCC2 (stereo unspecified) | 1% | -14% | 13% | 29% | 2% | -3% | ? | 2%
CCNc1c([N+](=O)[O-])ncn1C | -7% | 4% | 11% | . | -8% | -1% | 3% | -9%
CNc1oc(-c2cccc3ccccc23)nc1C#N | 9% | -4% | -11% | 11% | ? | 1% | -19% | -1%
O=C(O)c1ccc(-c2nc3ccccc3[nH]2)cc1 | 5% | -3% | -3% | 8% | 7% | -14% | 1% | 3%
COc1ccc(C2c3[nH]c4ccccc4c3CC3C(=O)N(CCc4ccc(OC)c(OC)c4)CC(=O)N32)cc1 (stereo unspecified) | -55% | -2% | -25% | . | . | 2% | . | 3%
CC(=O)NN1C(=O)/C(=C/c2ccc(C(C)C)cc2)SC1=S | 1% | -1% | -8% | -15% | ? | 2% | -5% | -4%
COc1cc([N+](=O)[O-])ccc1NC(=O)CN(C)C | -7% | 1% | -10% | -5% | -3% | -8% | 4% | -3%
N#Cc1cccn1-c1nccs1 | 6% | -7% | -5% | -24% | 0% | -1% | 12% | -11%
Oc1ccccc1C1=Nc2ncnn2C(c2ccccc2)C1 (stereo unspecified) | -8% | -2% | 13% | 7% | -17% | 4% | 15% | -8%
CN1/C(=C/c2cc[n+](C)c3ccccc23)C=Cc2ccccc21 | 60%[activator] | 0% | ? | . | 4% | 4% | -13% | -6%
Cc1cc(C)c(C(=O)N2CCCC(C(=O)c3cc(F)ccc3F)C2)o1 (stereo unspecified) | 2% | -1% | 5% | -7% | -1% | 10% | 19% | 2%
CCN(CC(=O)Nc1ccc(Cl)c(C(F)(F)F)c1)CC(=O)NC1CCS(=O)(=O)C1 (stereo unspecified) | 4% | 0% | i | . | -6% | 3% | 2% | 5%
CCC(C)Nc1nc(CN2CCOCC2)nc2sc3c(c12)CCC3 (stereo unspecified) | 5% | -3% | -14% | . | 2% | -7% | 0% | -14%
O=C(Oc1ccc(Cl)c2cccnc12)N1CCOCC1 | -2% | -2% | -1% | 3% | 4% | 0% | 4% | -8%
O=C(Nc1ccc(Cn2cccn2)cc1)c1ccc(COc2cccc(Br)c2)cc1 | 3% | -2% | -16% | . | ? | -2% | -3% | 0%
CNc1nc(Nc2ccccc2)nc(OCC(F)(F)F)n1 | 12% | -3% | -6% | 39%[activator] | 0%[15.4 µM] | -1% | 3% | -3%
CCOC(=O)CCc1nc2ccccc2[nH]c1=O | -6% | -3% | 0% | 9% | 8% | -19% | 0% | 13%
C(=Nc1ccc(Nc2ccccc2)cc1)c1ccc2ccccc2c1 | 3% | ? | -7% | ? | -5% | 7% | 18µM* | -3%
O=c1n(-c2cccc(Cl)c2)c(=O)n2n1CCC2 | -12% | -3% | i | . | -2% | 0% | -4% | -1%
COc1ccc(CNC(=O)CS(=O)Cc2nc(-c3ccc(C)cc3)oc2C)cc1 (stereo unspecified) | 9% | 6% | -9% | 1% | -8%[15.4 µM] | -5% | -11% | 1%
CCOC(=O)Cc1csc(NC(=O)COc2ccc(N(C)S(=O)(=O)c3cccs3)cc2)n1 | 5% | 0% | -5% | -10% | -12% | 5% | -12% | 0%
O=C(CSc1nnc(-c2ccncc2)o1)N1CCCC1 | 11% | -1% | -8% | 33%[activator] | -5% | -6% | -5% | .
CCN(C(=S)Nc1cccnc1)c1cccc2ccccc12 | -16% | 2% | i | -8%[11.4 µM] | 2% | -2% | -10% | -6%
CC(On1nnc2ccccc21)C(=O)N1CCN(Cc2ccccc2)CC1 (stereo unspecified) | 6% | -3% | 0% | . | -2% | 4% | -7% | 0%
CN(CC(=O)Nc1ccccc1C(=O)N1CCCC1)S(=O)(=O)c1ccc(Br)cc1 | 10% | -2% | -7% | . | 2% | -4% | 5% | -4%
CC(C)(C)CC(=O)NC(=S)Nc1ccccc1[N+](=O)[O-] | 5% | -4% | i | -13% | 10% | -6% | 16% | 7%
CC(C)(C)C(=O)NC(=S)Nc1cccc(C(=O)O)c1 | -7% | 0%[53 µM] | 12% | -3% | 6% | 7%[53 µM] | -6% | 8%
CCOc1cc(N2CCOCC2)c(OCC)cc1NC(=O)c1cc(C)nc2ccccc12 | 5% | -4% | i | -20% | -5% | -12% | 23% | -14%
O=C(O)C1CCN(C(=O)NC2CCCCC2)CC1 | 2% | -2% | -10% | . | 1% | 4% | -19% | 7%
CC1CCCN(C(=O)c2ccc3c(c2NCCO)C(=O)c2ccccc2C3=O)C1 (stereo unspecified) | 143%[activator] | 5% | i | . | 0% | 3% | -4% | -17%
Cc1ccc(NC(=O)CSC2=NN3CCCC(=O)N=C3S2)c(C)c1 | 3% | 1% | i | 2% | . | 1% | -5% | 6%
CCc1nnc(NC(=O)c2cc(-c3ccncc3)nc3ccccc23)s1 | -31% | 1% | 0% | -2% | ? | -1% | -2% | 12%
COC(=O)C(CO)NC(=O)C(C)NC(=O)CNC(=O)OCc1ccccc1 (stereo unspecified) | -9% | -1% | -1% | . | 3% | 0% | 1% | 6%
CNC(=O)c1nc(C)n(-c2cc(Cl)cc(Cl)c2)n1 | -2% | -1% | -3% | -2% | 0% | -3% | 6% | -16%
CCOC(=O)N1CCC(NC(=O)CCN2C(=O)COc3ccccc32)CC1 | 5% | 1% | -12% | 1% | -3% | -6% | -4% | 2%
COc1ccc(C(C)=O)cc1COc1ncnc2ccccc12 | 7% | -4% | -2% | -18% | -1% | -2% | 12% | -3%
O=C(c1ccco1)n1nc(-c2ccc(Cl)cc2)nc1NCc1ccco1 | 0% | 1% | 1% | . | -15% | 6% | 2% | 2%
O=C(O)CCN1C(=O)c2ccc(NC(=O)CSc3ccccc3)cc2C1=O | -3% | -1% | -6% | -4% | 2% | -1% | 3% | -2%
CCOc1cc2c(cc1OC)C(NC(=O)C(F)(F)F)CC2=O (stereo unspecified) | 11% | 1% | -11% | -1% | 0% | -17% | 0% | -6%
CC(C)(C)n1nnnc1C(c1cccnc1)N1CCOCC1 (stereo unspecified) | 5% | -1% | -1% | -5% | 12% | 4% | 16% | 3%
CC(SCc1ccccc1)C(=O)NC1CCCC1 (stereo unspecified) | 8% | 0% | 0% | . | -12% | -1% | 4% | -3%
O=[N+]([O-])c1cccc(C(=S)N2CCN(c3ccc(F)cc3)CC2)c1 | -8% | -1% | i | -4% | 0% | 9% | -9% | 5%
CSc1ccccc1NC(=S)Nc1cc(C)cc(C)c1 | 11% | 3% | i | . | -3% | 0% | -7% | 4%
Cc1c(Cl)cccc1NC(=S)NCCN1CCOCC1 | 1% | 0% | -3% | 6% | 6% | 5% | -1% | 0%
Cc1ccc(C(C)n2cc(C(=O)NCc3ccncc3)nn2)cc1 (stereo unspecified) | 1% | 0% | ? | -2% | -14% | 0% | -2% | -13%
CCOCCN(C(=O)c1ccccc1Cl)c1ccccc1 | 5% | -3% | -1% | -1% | . | 2% | 5% | 1%
CCOCC(=O)Nc1c(C(=O)OCC)oc2ccccc12 | 6% | -3% | 10% | 5% | 6% | -3% | -3% | 7%

The list goes on, overlapping the part above by 2 compounds.
SMILES | RGS12 GoLoco inh | TR SRC2 fluor cs | RECQ1 helicase | L3MBTL1 inh | GAA inh | TRb-SRC2 inh | GAA glycogen mod | aGlu spleen mod
CCOCCN(C(=O)c1ccccc1Cl)c1ccccc1 | 5% | -3% | -1% | -1% | . | 2% | 5% | 1%
CCOCC(=O)Nc1c(C(=O)OCC)oc2ccccc12 | 6% | -3% | 10% | 5% | 6% | -3% | -3% | 7%
COc1ccc(CCN2C(=O)N(c3ccc(OC)cc3)C(=O)C2CC(=O)Nc2ccc(OC)cc2)cc1 (stereo unspecified) | 1% | -3% | i | . | . | 7% | 2% | -1%
CCn1c(-c2csc(C(C)C)c2)n[nH]c1=S | 5% | 1% | 0% | -8% | 1% | 0% | 14% | -4%
CN(C)c1nc(N)nc(CSc2nnnn2-c2ccccc2)n1 | -15% | 2% | -15% | . | 0% | -4% | 10% | 3%
CCCCC(CC)CNC(=O)CCS(=O)(=O)c1cccc2nsnc12 (stereo unspecified) | -7% | -2% | i | 0% | -13% | -6% | -12% | -20%
Cc1cc(C)n(-c2ccc3nncn3n2)n1 | -3% | 0% | -20% | 11% | 1% | -8% | 1% | 0%
CC1CCN(Cc2ccc(NC(=O)CC3Oc4ccccc4NC3=O)cc2)CC1 (stereo unspecified) | 0% | 0% | -18% | . | -1% | -21% | -17% | -28%
CN(C(=O)c1ccc(C#N)cc1)c1nnc(-c2ccccn2)s1 | -14% | -3% | 8% | -4% | 6% | -23% | 1% | 14%
O=C(CNc1ccc(Cl)cc1)c1ccc(Br)cc1 | 4% | 0% | 16% | 8% | -7% | -3% | ? | 4%
COc1ccc(C(=O)C2CCN(S(=O)(=O)c3ccc4c(c3)OCCO4)CC2)cc1 | 9% | 2% | 1% | . | -3% | -1% | -14% | -2%
Nc1ccn(-c2ccccc2)c(=O)c1 | 7% | 0% | 0% | 2% | -10% | -10% | 2% | -13%
Cc1c(-c2ccc(Cl)cc2)[n+](=O)c(-c2ccccc2)cn1[O-] | 4% | 0% | ? | -1% | . | 0% | 4% | -2%
CC(Oc1ccccc1)C(=O)OCC(=O)NC(=O)NCc1ccco1 (stereo unspecified) | 3% | 1% | -6% | -5% | 2% | -4% | 3% | -6%
Fc1cnc(N2CCOCC2)nc1N1CCOCC1 | 6% | 1% | i | 5% | -1% | -2% | -2% | 7%
